High-throughput results as filed in PubChem BioAssay.
HSP90 inh: blocks HSP90-mediated luciferase refolding in reticulocyte lysate | AID 1789 | Rabbit reticulocyte lysate, luciferase refolding luminescence, 3 h | hit rate 0.91% among 290,000 | inhibition, % at 5.6 µM;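 active means inhibition above the screen-wide mean plus 3 SD, computed separately per campaign, cut at about 16% in these data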;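 further: 0% = DMSO wells and 100% = 60 µM geldanamycin wells; inhibitors lower the luminescence because luciferase stays unfolded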
DYRK1A inh: Dyrk1A (rat) kinase inhibition. Q63470. ADP-Glo luminescence, NFATc1 peptide. inhibition, % at 12.5 µM. hit rate 0.43% among 310,000; in the data active means inhibition above about 50%;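 further: plate controls were vehicle with enzyme for no effect and no enzyme for full effect; many of its hits are not listed in these tables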
Platelet DG rel: modulates dense granule release in human platelets | hit rate 0.22% among 300,000 | inhibition, %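 (compounds screened at 7.5 µM in platelet-rich plasma)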 | human platelet-rich plasma, SFLLRN dense granule ATP release, luminescence;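 active means mean replicate score, as percent of positive control, at or above 50; inconclusive means mean below 50 but at least one replicate at or above 50; inactive means mean and every replicate below 50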
KLF5 inhibitor: inhibitors of KLF5 expression; DLD-1 KLF5 promoter-luciferase reporter, luminescence; inhibition, % at 5 µM; hit rate 0.23% among 290,000; AID 1700;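 active means inhibition above a per-plate limit of that plate's mean compound inhibition plus 3 SD, cut at about 60% in these data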;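 further: 0% = DMSO wells and 100% = LY294002 at 200 µM; higher means less KLF5 promoter-driven luciferase light; inactives centre near -14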
aSyn 5UTR inh: 5' untranslated region of α-synuclein, MLPCN primary screen; alpha-synuclein 5'UTR reporter, inhibitor activity; inhibition, % (tested at 7.5 µM); hit rate 0.82% among 300,000; AID 1813; in the data active means inhibition above about 60%; inconclusive means no clear call, values can overlap the other calls;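 further: H4 neuroglioblastoma cells stably carrying SNCA 5'UTR luciferase fusion; 0% = DMSO wells and 100% = positive control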
HSF1 inh: HSF1 inhibition; NIH3T3-HGL HSE-luciferase, MG132-induced, luminescence 8 h; active compounds read low; activity change, negative = inhibition, % at 7.5 µM (by protocol); hit rate 0.77% among 300,000;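 active means more than half of replicate wells show activity change below -50%, luminescence cut by over half; inconclusive means some wells, but at most half, below -50%; inactive means no replicate well below -50%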;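 further: luciferase reports HSF-1 transcriptional activity via heat shock element; 0% = median of DMSO wells and -100% = zero luminescence signal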
IEC-6 cytotox: IEC-6 cytotoxicity, counter-screen for KLF5 inhibitors; luminescence viability; inhibition, % at 5 µM; hit rate 0.78% among 290,000; AID 1825; in the data active means inhibition above about 22%;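 further: 0% = plate median of test compound wells and 100% = cytotoxic reference compound wells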
GSK3 alpha inh: inhibitors of human GSK-3 alpha kinase; ADP-Glo luminescence, 60 min; inhibition, % at 10 µM; hit rate 0.1% among 320,000; AID 2650;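 in the data active means inhibition above about 50%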;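 further: GST-tagged GSK-3 alpha with peptide substrate and 25 µM ATP; 0% = DMSO neutral wells and 100% = GW8510 positive control wells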
Target sequence (P49840 whole entry, looked up): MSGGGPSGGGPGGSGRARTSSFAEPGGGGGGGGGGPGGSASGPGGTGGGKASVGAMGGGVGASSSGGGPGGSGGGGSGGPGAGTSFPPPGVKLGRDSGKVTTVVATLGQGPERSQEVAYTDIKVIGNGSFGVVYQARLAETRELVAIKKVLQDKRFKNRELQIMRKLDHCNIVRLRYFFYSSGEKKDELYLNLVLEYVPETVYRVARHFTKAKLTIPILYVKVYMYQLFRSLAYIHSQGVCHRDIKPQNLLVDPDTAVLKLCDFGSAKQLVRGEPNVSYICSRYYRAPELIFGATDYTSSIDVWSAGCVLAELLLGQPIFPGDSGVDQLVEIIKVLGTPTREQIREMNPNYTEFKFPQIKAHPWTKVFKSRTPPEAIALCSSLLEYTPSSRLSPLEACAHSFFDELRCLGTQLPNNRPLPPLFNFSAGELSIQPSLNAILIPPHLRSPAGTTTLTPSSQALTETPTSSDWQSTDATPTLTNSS
HSF1 activator: increases HSF-1 driven luciferase reporter signal. NIH3T3-HGL HSF-1 luciferase reporter, MG132, 8 h; 100% = twice DMSO control signal. activation, % at 9 µM. hit rate 1.7% among 300,000. AID 504408;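 active means mean replicate activation of at least 50% with a set share of replicates each reaching 50%; inconclusive means only one of those two conditions met; inactive means mean below 50% and too few replicates reaching it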;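 further: 0% = median of the neutral control wells and 100% = twice that signal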
GSK3beta inhib: human GSK3beta kinase inhibition | P49841 | GST-GSK3beta kinase, ADP-Glo luminescence, 60 min; active compounds read low | activity score (negative = inhibition), % at 10 µM | hit rate 0.038% among 300,000;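 active means more than half of replicate wells score below -50%, meaning over 50% inhibition versus plate controls; inconclusive means some replicates but at most half score below -50%; inactive means no replicate scores below -50%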;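 further: 0% = median DMSO wells and -100% = median GW8510 positive control wells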
Target sequence (P49841 whole entry, looked up): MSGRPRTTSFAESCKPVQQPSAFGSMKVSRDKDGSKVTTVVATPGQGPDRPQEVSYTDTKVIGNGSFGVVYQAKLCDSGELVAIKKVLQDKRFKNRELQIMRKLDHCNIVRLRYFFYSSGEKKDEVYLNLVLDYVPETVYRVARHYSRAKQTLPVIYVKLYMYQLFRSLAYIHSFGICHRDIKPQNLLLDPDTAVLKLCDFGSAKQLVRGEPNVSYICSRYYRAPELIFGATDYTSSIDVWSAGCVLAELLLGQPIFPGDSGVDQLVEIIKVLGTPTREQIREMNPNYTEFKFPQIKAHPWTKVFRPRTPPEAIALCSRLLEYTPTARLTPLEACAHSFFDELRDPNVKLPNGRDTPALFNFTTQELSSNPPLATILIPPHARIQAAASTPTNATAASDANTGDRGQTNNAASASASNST
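Test system: GST-tagged human GSK3beta kinase, cell-free; evaluation: activity score scaled between in-plate DMSO and GW8510 controls; measured by: ADP-Glo luminescence; incubation: 60 min reaction, RT; benchmarks: DMSO and 20 µM GW8510; reagent: peptide substrate plus 25 µM ATP (final); medium: Tris/MgCl2 kinase buffer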
* hit, by the source's call; ? = inconclusive; . = not tested or not shown. Not all compounds are listed; the hit share may differ from the screen's.

Start of the listing, in advance:
SMILES	HSP90 inh	DYRK1A inh	Platelet DG rel	KLF5 inhibitor	aSyn 5UTR inh	HSF1 inh	IEC-6 cytotox	GSK3 alpha inh	HSF1 activator	GSK3beta inhib
CC(=O)Nc1ccc(Nc2cc(C)nc3c(-c4ccc(Cl)cc4)c(C)nn23)cc1	1	-5	-9	3	9	-3	3	1	-11	1
O=C(CCCN1C(=O)C(c2ccccc2)Oc2cccnc21)Nc1cccc(F)c1 (centres undefined)	1	-4	-6	-20	21	3	-6	-5	7	-2

This part in full, previewed entries included:
SMILES	HSP90 inh	DYRK1A inh	Platelet DG rel	KLF5 inhibitor	aSyn 5UTR inh	HSF1 inh	IEC-6 cytotox	GSK3 alpha inh	HSF1 activator	GSK3beta inhib
CC(=O)Nc1ccc(Nc2cc(C)nc3c(-c4ccc(Cl)cc4)c(C)nn23)cc1	1	-5	-9	3	9	-3	3	1	-11	1
O=C(CCCN1C(=O)C(c2ccccc2)Oc2cccnc21)Nc1cccc(F)c1 (centres undefined)	1	-4	-6	-20	21	3	-6	-5	7	-2
N#C/C(=C/c1ccc(N2CCCCCC2)o1)c1ccc(Cl)cc1	-4	3	-2	7	-299	90	1	-3	93*	-2
Cn1ccc(=NC=C(C#N)C#N)c2ccccc21	4	-3	-7	-27	-2	6	4	0	9	0
Clc1ccc(-c2nnc(-c3ccccc3)o2)cn1	-2	-2	7	-134	-153	1	-5	-2	12	-2
Cc1ccc(NC(=O)CSc2nnc(CNC(=O)c3cccs3)o2)cc1	-5	-1	16	-11	-27	-15	-12	-1	-28	-2
CCOc1ccc(CNC(=O)c2ccc3nc(N4CCOCC4)sc3c2)cc1	3	-1	-12	-21	6	-43	4	0	-55	0
O=C1CN(C(=O)c2ccccc2)C(c2ccccc2)c2cc(Cl)ccc2N1 (centres undefined)	1	8	5	-21	13	15	-4	-2	14	-3
O=C(c1ccccc1F)N(Cc1ccccc1)Cc1ccccc1	2	.	-1	-15	24	6	-1	0	9	2
CC1=Nc2ccccc2N=C(NC(=O)CSC(=S)N2CCN(C)CC2)C1c1ccccc1 (centres undefined)	3	4	-20	-5	30	-2	1	1	20	2
CCOC(=S)N/C(=N\S(=O)(=O)c1ccccc1)c1ccccc1	3	11	11	-4	-21	-11	4	-3	-8	0
O=C(CSc1nc2ccccc2c(=O)n1-c1cccc(C(F)(F)F)c1)NC1CC1	1	-3	3	-16	22	-1	-6	-7	-2	1
CN(CC(=O)Nc1ccc(Cl)c(S(=O)(=O)N(C)C)c1)Cc1ccccc1	-1	0	26	-58	-109	12	-3	-2	0	3
C/C(=N\NC(=O)c1cc(Br)ccc1O)c1cccs1	-1	-1	11	-106	-111	13	-2	0	27	0
COc1ccccc1-c1nnc(SCC(=O)Nc2c(Cl)cccc2Cl)o1	0	-1	-8	-17	-16	1	-9	-1	7	-1
C=CCN1C=CC=C/C1=C1\SC(=S)N(C)C1=O	-5	-2	7	-3	-5	-8	3	3	-5	1
COC(=O)Cn1nnc2c(cnn2-c2ccccc2)c1=O	-3	.	11	-35	-42	3	-8	-1	3	-1
COc1cccc(C(=O)CN2CCC(NC(=O)NC3CCCCC3)CC2)c1	2	-1	-1	4	27	2	1	.	-4	1
C=C(C)CSc1nnc2n(N)c(=O)c3ccccc3n12	-5	-1	-4	-39	-51	-5	0	.	12	-1
CN(C)c1ccc(C(=S)N2CCCCC2)cc1Br	4	-4	9	-57	-16	3	0	-1	-7	1
CCOc1ccc(S(=O)(=O)N2CCC(C(=O)NCCc3ccc(OC)c(OC)c3)CC2)cc1	2	-2	-6	-16	13	5	7	-1	-12	-2
Cc1cc(C)nc(NS(=O)(=O)c2ccc(N/C=C3\CCCC3=O)cc2)n1	-3	-2	0	-26	6	-5	-5	-1	-8	-3
O=C1CC(c2ccc(F)cc2)CC(O)=C1C1NCCc2ccccc21 (centres undefined)	2	6	0	-11	9	-8	-4	.	1	3
Cc1nnc(SCCN2CCOCC2)c2nn(-c3ccccc3F)c(C)c12	3	2	?	2	-31	-8	-1	.	-1	0
O=C(Nc1ccccc1)Nc1nnc(-c2ccccc2)o1	1	15	-3	-11	-63	-7	8	1	-13	-1
SMILES	HSP90 inh	DYRK1A inh	Platelet DG rel	KLF5 inhibitor	aSyn 5UTR inh	HSF1 inh	IEC-6 cytotox	GSK3 alpha inh	HSF1 activator	GSK3beta inhib
CC(=O)c1nc2ccccc2n1CCc1ccccc1	-1	3	4	8	-5	-1	7	-2	7	0
CCCn1nc(NC(=O)COC)c2cc3cccc(C)c3nc21	-1	4	6	3	14	-12	4	-2	-7	-3
Cc1ccc(C)c(OCC(O)CN2CCCCC2C)c1 (centres undefined)	3	-5	-19	-3	-19	-1	8	-1	0	-2
O=C(COc1ccccc1)OC(C(=O)c1ccccc1)c1ccccc1 (centres undefined)	-4	5	3	-4	-18	-6	1	1	6	1
Cc1ccc(N2CCN(C(=O)CNS(=O)(=O)c3ccc(Br)s3)CC2C)cc1 (centres undefined)	7	7	5	-23	10	1	-1	0	0	-7
CC(C)(C)Cc1nnc(NC(=O)CN2C(=O)c3ccccc3C2=O)s1	-2	-4	3	-12	17	-5	5	3	-13	-1
CCn1c(-c2nn(C)cc2Cl)n[nH]c1=S	-2	3	4	-27	21	-6	12	-1	24	-27
CN1CCN(S(=O)(=O)c2ccc(NC(=O)c3ccc(F)cc3Cl)cc2)CC1	-5	5	1	-34	-7	-2	-4	-3	-16	0
COc1ccccc1NC(=S)NCc1ccccc1Cl	1	5	-2	-2	6	8	7	.	-4	-3
COc1ccccc1N1CCN(S(=O)(=O)CCNC(=O)C2CC(=O)N(c3ccccc3)C2)CC1 (centres undefined)	0	3	-14	-22	48	-4	5	-2	-6	2
CCCS(=O)(=O)N1CCCC(C(=O)N2CCC(Cc3ccccc3)CC2)C1 (centres undefined)	3	0	3	-13	10	-81*	1	0	-86	1
Cc1ccnc(NS(=O)(=O)c2ccc(N3C(=O)c4c(Cl)c(Cl)c(Cl)c(Cl)c4C3=O)cc2)n1	5	-10	-8	4	-10	3	-1	2	47	-3
O=C(N/N=C/c1ccc([N+](=O)[O-])o1)C1CCCC1	4	-1	-12	-32	-7	19	3	1	24	3
CCCC(C)n1[nH]c(=O)cc1N (centres undefined)	-1	12	.	-17	.	.	-6	7	.	3
c1cn2cc(CN3CCOCC3)nc2s1	0	-5	1	-27	-50	-3	-2	-1	-6	0
O=C(COC(=O)c1ccco1)Nc1ccc(Br)cc1	2	-5	0	1	-21	-11	4	-2	-16	2
NC(=O)NC(=O)CSc1nc(-c2ccccc2)c(-c2ccccc2)n1CC1CCCO1 (centres undefined)	1	8	0	-9	5	2	-1	1	4	3
CC(=O)COc1ccc2c3c(c(=O)oc2c1)CCCC3	0	-3	19	-38	-28	-27	-5	-2	-43	0
Cc1cc(Cl)ccc1OCC(=O)NCCCCc1ccccc1	3	-5	5	6	4	-7	-7	-2	0	-1
O=C(CCCc1cccs1)Nc1nccs1	3	9	-16	-41	-25	3	0	7	-10	0
CCCCn1nc(C(=O)Nc2ccc(S(=O)(=O)Nc3ncccn3)cc2)c2ccccc2c1=O	-1	5	-2	-25	5	-1	-4	-2	-2	0
CCCNC(=O)c1n[nH]c(=O)c2ccccc12	2	6	16	-18	17	-12	4	-1	-21	0
Cc1ccc(C)c(CSc2nnc(C)c(=O)n2N)c1	-7	.	-8	-2	-11	-4	-10	-2	-12	-1
Cc1cc(=O)oc2cc(OCc3ccc(C(=O)OCC(=O)Nc4ccccc4OC(F)F)cc3)ccc12	3	3	-4	11	-3	5	2	-1	2	0
Cc1ccc(NC(=O)CSc2nnc(C3CC3)n2CC2CCCO2)c(C)c1 (centres undefined)	2	-4	-3	0	3	-2	4	-4	-9	0

Another view of part of the listing above:
> CC(=O)c1nc2ccccc2n1CCc1ccccc1
  HSP90 inh: -1
  DYRK1A inh: 3
  Platelet DG rel: 4
  KLF5 inhibitor: 8
  aSyn 5UTR inh: -5
  HSF1 inh: -1
  IEC-6 cytotox: 7
  GSK3 alpha inh: -2
  HSF1 activator: 7
  GSK3beta inhib: 0
> CCCn1nc(NC(=O)COC)c2cc3cccc(C)c3nc21
  HSP90 inh: -1
  DYRK1A inh: 4
  Platelet DG rel: 6
  KLF5 inhibitor: 3
  aSyn 5UTR inh: 14
  HSF1 inh: -12
  IEC-6 cytotox: 4
  GSK3 alpha inh: -2
  HSF1 activator: -7
  GSK3beta inhib: -3

A portion from further up, as a working copy:
SMILES	HSP90 inh	DYRK1A inh	Platelet DG rel	KLF5 inhibitor	aSyn 5UTR inh	HSF1 inh	IEC-6 cytotox	GSK3 alpha inh	HSF1 activator	GSK3beta inhib
O=C(CCCc1cccs1)Nc1nccs1	3	9	-16	-41	-25	3	0	7	-10	0
CCCCn1nc(C(=O)Nc2ccc(S(=O)(=O)Nc3ncccn3)cc2)c2ccccc2c1=O	-1	5	-2	-25	5	-1	-4	-2	-2	0
CCCNC(=O)c1n[nH]c(=O)c2ccccc12	2	6	16	-18	17	-12	4	-1	-21	0
Cc1ccc(C)c(CSc2nnc(C)c(=O)n2N)c1	-7	.	-8	-2	-11	-4	-10	-2	-12	-1
Cc1cc(=O)oc2cc(OCc3ccc(C(=O)OCC(=O)Nc4ccccc4OC(F)F)cc3)ccc12	3	3	-4	11	-3	5	2	-1	2	0
Cc1ccc(NC(=O)CSc2nnc(C3CC3)n2CC2CCCO2)c(C)c1 (centres undefined)	2	-4	-3	0	3	-2	4	-4	-9	0

Following part.
SMILES	HSP90 inh	DYRK1A inh	Platelet DG rel	KLF5 inhibitor	aSyn 5UTR inh	HSF1 inh	IEC-6 cytotox	GSK3 alpha inh	HSF1 activator	GSK3beta inhib
O=C(NC1CCS(=O)(=O)C1)c1ccc(Br)o1 (centres undefined)	2	-8	-12	-10	-22	1	0	1	-17	0
CC(=O)Nc1ccc(S(=O)(=O)NCc2csc(-c3cccnc3)n2)cc1	3	-2	1	-9	14	-7	12	-2	5	-3
CCOC(=O)N1CCC(NC(=O)c2cc3c(=O)n(C)c4ccccc4c3n2C)CC1	6	7	20	3	6	-4	12	-1	12	-3
CCOC(=O)C1(Cc2ccc(OC)cc2)CCN(C(=O)[C@@H]2CCCN2C(C)=O)CC1	-2	0	-2	-10	-20	0	-2	1	-3	2
Cc1nc2sc(C(c3ccco3)N3CCN(C(c4ccccc4)c4ccccc4)CC3)c(O)n2n1 (centres undefined)	2	-3	-4	14	-2	7	-1	-1	-7	-1
COc1ccccc1N(CC1CO1)S(=O)(=O)c1ccc(C)cc1 (centres undefined)	-1	3	6	25	3	-1	2	-3	7	1
Cc1nn(-c2ccccc2)c2sc(C(=O)c3c(N)n(C)c(=O)n(C)c3=O)cc12	-1	6	-1	-3	4	0	1	-5	6	-1
Cc1ccc(C23CC4CC(CC(C(=O)NCC(=O)O)(C4)C2)C3)cc1	-1	1	-1	-30	4	5	-7	-6	-2	-8
